Screening results as filed in PubChem BioAssay.
p53 reactivator = restores transcriptional activity of mutant p53 | Potency, µM (series often up to 92.2 µM), for inactives: at the highest dose activity change, positive = activation, usual class: activators | 0.063% of 320,000 active | H1299 p53-A138V BP100-luciferase reporter, luminescence, 24 h; further: potency means the concentration at half of the fitted maximal effect; % of control where 0% means no effect; nearly all actives have a fitted effect of over 45% in size
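H1299 (p53-null), stable ts p53-A138V + BP100-Luc; 1000 cells/well, Opti-MEM/10% FBS; cpd 4 pt, 1:5; 24 h, 37 deg C, 5% CO2; detection reagent 10 min RT; luminescence.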
BRCA1 expr act = activators of BRCA1 expression; MCF7-BRCA1-FFLuc reporter, luminescence, 48 h; response scale: scaled: vehicle 0%, 10 µM genistein 100%; Potency, µM (doses to about 46.1 µM), inactives show at the top dose activation, most hits filed as activators; 1.1% of 380,000 active; further: potency means the concentration at half of the fitted maximal effect; nearly all actives have a fitted effect of over 80% in size; some results filed as inactive show a strong effect at the top dose
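MCF7 cells carrying a BRCA1-firefly luciferase reporter (2000 cells/well, phenol-red free MEM) were attached for 2 h at 37 °C, then given compounds for 48 h. Luminescence was read 15 min after luciferase reagent; activity normalized to genistein (10 microM) and DMSO.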
RORgamma inh = blocks mouse ROR gamma transcriptional activity; P51450; Drosophila S2 Gal4-RORgamma UAS-luciferase reporter, 20 h; Potency, µM (series often up to 53.6 µM), for inactives: at the top dose activity change, negative = inhibition, most hits filed as inhibitors; 5.4% of 310,000 active; AID 2551; further: potency means the concentration at half of the fitted maximal effect; on the % scale 0 is the no-effect control and ±100 the full control effect; nearly all actives have a fitted effect of over 60% in size
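Read-out: Photinus luciferase luminescence; inhibitors lower reporter signal. Insect Schneider cells with Gal4-ROR gamma fusion under metallothionein promoter, UAS reporter; 700 uM final copper sulfate induction, 20 hr, ambient temperature.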
PKM2 activator = activators of human pyruvate kinase M2; P14618; purified PKM2, Kinase-Glo ATP luminescence, activation; response scale: 0% is enzyme alone, no compound; Potency, µM (titrated, usually from 57.5 µM), for inactives: top-dose activation, actives largely listed as activators; 0.34% of 260,000 active; further: potency means the concentration at half of the fitted maximal effect; on the % scale 0 is the no-effect control and ±100 the full control effect; nearly all actives have a fitted effect of over 55% in size
Target sequence (P14618 whole entry, looked up): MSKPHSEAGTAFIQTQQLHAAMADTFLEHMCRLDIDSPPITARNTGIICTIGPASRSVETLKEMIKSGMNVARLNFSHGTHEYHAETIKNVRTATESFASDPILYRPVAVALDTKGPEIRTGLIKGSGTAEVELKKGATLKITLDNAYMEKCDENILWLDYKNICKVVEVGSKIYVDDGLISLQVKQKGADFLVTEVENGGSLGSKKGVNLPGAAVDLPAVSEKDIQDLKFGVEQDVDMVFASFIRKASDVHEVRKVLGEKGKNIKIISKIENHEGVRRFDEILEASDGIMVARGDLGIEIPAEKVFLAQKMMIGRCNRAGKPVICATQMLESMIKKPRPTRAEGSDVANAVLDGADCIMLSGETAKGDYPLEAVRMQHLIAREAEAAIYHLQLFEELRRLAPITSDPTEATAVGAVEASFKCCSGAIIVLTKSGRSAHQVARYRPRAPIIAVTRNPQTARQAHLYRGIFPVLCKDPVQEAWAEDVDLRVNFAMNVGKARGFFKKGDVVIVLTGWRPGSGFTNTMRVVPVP
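Kinase-Glo luminescence reports ATP generated from ADP (0.1 mM) and PEP (0.5 mM) by purified hPK-M2 after 1 h at room temperature, pH 7.2 imidazole buffer; intermediate enzyme activity allows detecting inhibitors and activators.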
FLuc modulator = inhibits or activates purified firefly luciferase, miR-21 counter-screen | P08659 | purified FLuc, Km substrates, luminescence inhibition | Potency, µM (highest dose often 57.5 µM), without a hit: at the top dose activity change, negative = inhibition, usual class: inhibitors | 6.9% of 360,000 active | AID 588342;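 further: potency means the concentration at half of the fitted maximal effect; plate controls were vehicle for no effect and reference inhibitor for full effect; nearly all actives have a fitted effect of over 55% in size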
Target sequence (P08659 whole entry, looked up): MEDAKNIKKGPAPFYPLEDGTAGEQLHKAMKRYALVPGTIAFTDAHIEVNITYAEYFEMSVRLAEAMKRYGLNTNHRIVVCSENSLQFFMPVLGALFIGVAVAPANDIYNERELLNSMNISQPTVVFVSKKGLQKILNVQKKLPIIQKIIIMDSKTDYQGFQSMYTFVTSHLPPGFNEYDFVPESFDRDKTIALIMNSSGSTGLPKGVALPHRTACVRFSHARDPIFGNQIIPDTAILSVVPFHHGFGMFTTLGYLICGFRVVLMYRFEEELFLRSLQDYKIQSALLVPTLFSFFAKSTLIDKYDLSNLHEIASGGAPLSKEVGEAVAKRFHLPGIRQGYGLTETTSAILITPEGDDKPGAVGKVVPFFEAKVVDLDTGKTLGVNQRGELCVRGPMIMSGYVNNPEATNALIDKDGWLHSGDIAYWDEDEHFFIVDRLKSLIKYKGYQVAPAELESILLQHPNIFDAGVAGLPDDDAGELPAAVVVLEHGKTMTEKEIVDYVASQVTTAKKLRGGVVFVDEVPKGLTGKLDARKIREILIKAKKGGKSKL
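Biochemical qHTS of compounds, final roughly 60 µM downward over six points, against 10 nM purified firefly luciferase using Km concentrations of substrates (10 uM D-luciferin, 10 uM ATP) in Tris acetate pH 7.5 buffer; luminescence output.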
VP16 counter = Gal4-VP16 reporter inhibition counter-screen; Potency, µM (top dose mostly 53.6 µM), inactives show at the highest dose activity, negative = inhibition, actives largely listed as inhibitors; 3.5% of 310,000 active; Drosophila S2 Gal4-VP16 UAS-luciferase, luminescence, 20 h; AID 2546;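 further: Gal4-VP16 expression switched on by copper sulfate through the metallothionein promoter; potency means the concentration at half of the fitted maximal effect; on the % scale 0 is the no-effect control and ±100 the full control effect; nearly all actives have a fitted effect of over 50% in size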
Giardia kill = kills Giardia lamblia | activity change, % at 7.66 µM, hits read low | Giardia lamblia trophozoite viability | AID 540267 | 0.15% of 340,000 active; in the data active means activity change below about -80%; inconclusive means between about -30% and that limit;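 further: parasites exposed to compound for two days anaerobically before the ATP read; on the % scale 0 is the no-effect control and ±100 the full control effect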
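Luminescence from cellular ATP indicates surviving trophozoites (100 cells/well) following 48 hrs anaerobic compound treatment at 37 deg C; signal develops 15-30 min at room temperature.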
Rab9 promoter act = activators of Rab9 promoter; Potency, µM (doses to about 9.22 µM), without a hit: at the highest dose activation, negative = inhibition, hits mostly activators; 2.8% of 320,000 active; Huh7 Rab9 promoter-luciferase reporter, luminescence, 24 h; further: potency means the concentration at half of the fitted maximal effect; % of control where 0% means no effect; nearly all actives have a fitted effect of over 60% in size
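Measured in stably transfected Huh7 cells bearing a Rab9 promoter–luciferase construct: 24 h compound treatment at 37 °C, followed by luminescence detection.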
ELG1 genotox = induces genotoxicity in HEK293T cells with luciferase-tagged ELG1; HEK293T ELG1-luciferase reporter, luminescence, 16 h; Potency, µM (series often up to 46 µM), inactives show at the highest dose activity change, positive = activation, actives largely listed as activators; 1.3% of 330,000 active; AID 504466; further: potency means the concentration at half of the fitted maximal effect; % of control where 0% means no effect; nearly all actives have a fitted effect of over 60% in size
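DMSO vehicle served as control against compound-treated ELG1-luciferase HEK293T cells; exposure lasted 16 hr at 37 °C and 5% CO2, followed by ONE-Glo luminescence detection after 30 min.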
Menin MLL FP TR = menin-MLL binding inhibition, Texas Red mutant peptide | Potency, µM (titrated, usually from 61.6 µM), for inactives: at the highest dose FP activity change, negative = inhibition, usual class: inhibitors | Menin + Texas Red MLL mutant peptide, fluorescence polarization | AID 1768 | 0.23% of 270,000 active; active means well fitted inhibition curve with a large enough effect in the polarisation, with a control signal flat, not every such curve was filed as active; inconclusive means small, poorly fitted or top-dose-only effect, or effect the other way, or a change in a side signal; inactive means no such curve, though single readings can be large or run the other way; the % refers to the polarisation; further: potency means the concentration at half of the fitted maximal effect; % of control where 0% means no effect; many of its hits are not listed in these tables
NPC1 prom act = NPC1 promoter activation; Huh7 NPC1 promoter luciferase reporter, 24 h; Potency, µM (series often up to 9.22 µM), for inactives: top-dose activation, actives largely listed as activators; 2.4% of 320,000 active; AID 485313;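 further: potency means the concentration at half of the fitted maximal effect; % of control where 0% means no effect; nearly all actives have a fitted effect of over 60% in size; reporter is driven by a mutant NPC1 promoter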
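Compounds in DMSO were transferred onto Huh7 NPC1-luciferase reporter cells pre-incubated 2 h; after 24 h at 37 °C, Amplite reagent was dispensed and luminescence recorded 10 min later.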
* marks the source's active call; other numbers are inactive results; ? = inconclusive; . = no result given; & = joins results of further samples; [ ] = another dose, or the depositor's remark. Unless noted, the call rests on the fitted dose curve; in most records, active means well fitted curve in the direction sought with a large enough effect; inconclusive means small, poorly fitted or top-dose-only effect, or another doubt; inactive means no such curve, though single readings can be large; an effect the other way counts as inactive or inconclusive.

SMILES	p53 reactivator	BRCA1 expr act	RORgamma inh	PKM2 activator	FLuc modulator	VP16 counter	Giardia kill	Rab9 promoter act	ELG1 genotox	Menin MLL FP TR	NPC1 prom act
CCS(=O)(=O)C1=NN2C(=N)/C(=C\c3ccc(OS(=O)(=O)c4ccccc4)c(OC)c3)C(=O)N=C2S1	5%	.	3%	.	-13%	-5%	.	-1%	1%	.	-1%
Cc1ccc(S(=O)(=O)N2CCN(c3c([N+](=O)[O-])cc(C(F)(F)F)cc3[N+](=O)[O-])CC2)cc1	-1%	-10%	-2%	7%	0%	-4%	4	-7%	0%	-5%	-1%
O=C1CC(c2ccccc2)=Nc2ccc(Br)cc2N1	-1%	-59%	22%	0%	-5%	-4%	-1	1%	-1%	3%	2%
O=c1c2cc3c(=O)n(CC4CCCO4)c(=O)c3cc2c(=O)n1CC1CCCO1 (centres undefined)	4%	-1%	5%	-6%	3%	7%	5	1%	0%	-28%	-2%
CC(C)N=C(NS(=O)(=O)c1ccccc1)C(Cl)(Cl)Cl	-24%	-82%	7.1µM*	1%	3%	?	-24	-18%	-14%	0%	-8%
COc1ccc(Nc2nc(NC(C)(C)C)nc(N3CCCC3)n2)c(OC)c1	1%	-38%	?	7%	3%	?	-8	0%	-11%	-5%	0%
N=C1C(c2nc3ccccc3[nH]2)=C(O)CN1c1ccccc1	23%	22%	14µM*	-5%	8.5µM*	?	-8	?	21µM*	9%	23%
N#CC1(c2ccccc2)CCCN1C(=O)c1ccco1 (centres undefined)	-1%	-8%	10%	?	3%	1%	10	-1%	1%	-12%	-2%
O=[N+]([O-])c1cc(C(F)(F)F)ccc1SCC(O)CO (centres undefined)	8%	1%	30%	-5%	-2%	10%	4	-3%	3%	11%	-1%
Cc1ccc(S(=O)(=O)NCC(c2ccco2)N2CCc3ccccc3C2)cc1 (centres undefined)	5%	-53%	.	.	0%	.	8	2%	0%	.	-4%
C/C(=C(\C#N)C(=O)NCc1ccccc1)N(C)C	-1%	5%	9%	-19%	-2%	-11%	11	2%	0%	.	12%
Cc1c(C)c2c(OCC(=O)N[C@@H](Cc3ccccc3)C(=O)O)cc3c(c2oc1=O)CCC(C)(C)O3	.	-5%	7%	-1%	-5%	-4%	-12	-4%	7%	-1%	1%
COc1ccc(C(=O)N(C)c2ccccc2C(=O)NCCc2ccccc2)cc1	-5%	-28%	8%	1%	0%	-4%	33[activator]	-12%	-11%	-5%	-6%
CC(=O)c1cccc(N(C(=O)Cn2nnc3ccccc32)C(C(=O)NC2CCCCC2)c2cn(C)nc2C)c1 (centres undefined)	-3%	-4%	27%	-4%	0%	1%	-14	-2%	0%	8%	-3%
Cc1nnc2ccc(N3CCC4(CC3)OCCO4)nn12	2%	-28%	?	-2%	5%	-14%	22	-7%	14%	16%	-5%
O=C(CSc1nc2ccccc2c(=O)[nH]1)Nc1ccc(S(=O)(=O)N2CCCC2)cc1	9%	-2%	-10%	-6%	?	2%	11	6%	0%	-10%	0%
O=S(=O)(N/N=C\c1cccnc1)c1ccccc1	9%	-10%	-33%	4%	5%	1%	-9	-2%	2%	-13%	0%
CSc1ncccc1C(=O)OCC(=O)c1ccc2c(c1)NC(=O)CO2	3%	-8%	-2%	1%	-2%	-4%	51[activator]	9%	3%	.	-3%
O=S(=O)(c1ccccc1)c1cnc(-c2ccccc2)nc1N1CCCCC1	10%	-46%	7%	-2%	-3%	-10%	6	-4%	1%	-8%	0%
O=C(N/N=C/c1ccc(Br)cc1)c1cc[n+](Cc2ccccc2)cc1	-15%	-10%	-3%	-16%	1%	-14%	1	11%	2%	-19%	4%
Cc1ccc(C(=O)N2CCN(C)CC2)cc1S(=O)(=O)N1CCOCC1	11%	-2%	-17%	-7%	3%	-6%	-3	3%	-5%	.	-1%
CC12CN(Cc3ccccc3)CC(C)(CN(Cc3ccccc3)C1)C2=O	11%	-4%	-11%	-1%	0%	5%	12	4%	-1%	-20%	-10%
COc1cc(OC)cc(C(=O)NCCCCCCNC(=O)c2cc(OC)cc(OC)c2)c1	8%	-33%	.	.	2%	.	-2	0%	0%	.	-7%
O=C(Cc1c(O)c2ccccc2[nH]c1=O)NCc1ccccc1F	-1%	-12%	18%	1%	-2%	-14%	-13	?	4%	1%	11%
CNS(=O)(=O)c1ccc(C(=O)NCC(=O)NCC2COc3ccccc3O2)cc1 (centres undefined)	7%	-5%	.	.	0%	.	7	-3%	-5%	.	0%

Following part
SMILES	p53 reactivator	BRCA1 expr act	RORgamma inh	PKM2 activator	FLuc modulator	VP16 counter	Giardia kill	Rab9 promoter act	ELG1 genotox	Menin MLL FP TR	NPC1 prom act
CCN1CCC2(CC1)N=C(c1ccc(F)cc1)C(=S)N2C(=O)c1ccc(C)cc1	4%	-84%[inhibitor]	?	4%	0%	?	39[activator]	-5%	-3%	10%	-1%
CCCCCCCC(=O)N/N=C/c1ccncc1	-6%	0%	?	3%	6%	?	-24	3%	-1%	.	1%
CCCCN1C(=O)CC(C(=O)O)C1c1ccc(OC)cc1 (centres undefined)	-5%	-3%	-6%	-3%	0%	0%	-2	-1%	0%	11%	3%
Cc1cccc(NC(=O)CSc2nc(-c3ccccc3)c(C#N)c(=O)[nH]2)c1C	0%	9%	45%	-3%	2%	-14%	-7	4%	2%	?	0%
COC(=O)CC1SC(=O)NC1=Nc1ccc(O)cc1 (centres undefined)	0%	-14%	15%	1%	0%	-6%	0	-1%	0%	-3%	11%
COc1ccc(C(=O)N=c2nc3ccccn3s2)cc1	?	?	2.2µM*	-76%	0.095µM*	4µM*	?	0.25µM*	0.37µM*	0%[11.7 µM]	0.13µM*
CCOc1ccc(S(N)(=O)=O)cc1-c1nc2c(C(C)(C)C)nn(C)c2c(=O)[nH]1	4%	-10%	14%	7%	-2%	5%	-4	-1%	3%	.	0%
COc1ccc(S(=O)(=O)Nc2ccc(S(=O)(=O)N3CCOCC3)cc2)cc1C	-9%	2%	13%	16%	4%	-2%	8	-4%	-2%	15%	-2%
O=C(Nc1ccncc1)C1CCN(S(=O)(=O)c2ccc(Cl)cc2)CC1	-3%	-1%	.	.	-2%	.	26	-10%	?	.	-4%
COC(=O)c1nc2cc3c(cc2c(C)c1C(=O)OC)OCO3	-13%	0%	10%	6%	?	-1%	-21	3%	0%	1%	0%
COc1ccc(CNC(=O)Nc2cc(C)ccc2C)cc1	1%	28%	0%	-7%	-6%	2%	-20	-1%	0%	3%	-2%
Cn1c(N)c(C(=O)COC(=O)c2ccc3c(c2)OCCO3)c(=O)n(C)c1=O	2%	0%	11%	-2%	?	-3%	-3	15%	4%	10%	0%
COC(=O)c1ccc(NC(=S)NN2CCOCC2)cc1	6%	72%	31%	15%	-9%	-5%	2	18%	9%	7%	12%
O=c1oc2ccccc2cc1-c1nnc(NCc2ccco2)s1	?	5%	-41%	1%	2.7µM*	?	6	0.71µM*	?	-15%	1.1µM*
CCOC(=O)C1=C(OCc2ccc(Cl)cc2)C2C=C(C)C=CC2N=C1 (centres undefined)	1%	-25%	1%	-2%	-2%	5%	-13	4%	-6%	-7%	0%
O=C(CN1CCN(c2ccc(O)cc2)CC1)Nc1ccccc1C(=O)NCCc1ccccc1	0%	-22%	.	.	-3%	.	-26	3%	-4%	.	29%
Cc1cc(NC(=O)c2c(Cl)c(C)nn2C)no1	.	-20%	-2%	7%	3%	17%	9	.	.	-1%	.
CCC(C)(C)NC(=O)C(c1ccc(OC)cc1)N(C(=O)CCC(=O)Nc1cc(C)on1)c1ccc(OC)c(OC)c1 (centres undefined)	0%	-1%	10%	1%	1%	-1%	8	-4%	3%	-25%	-1%
CCCCCC(=O)N/N=C(\C)c1ccccn1	6%	-91%	0.35µM*	-1%	0%	0.56µM*	-9	0%	-2%	-21%	0%
CCN(CC)c1ccc(/C=C2\C(=O)c3ccc(C(=O)O)cc3C2=O)cc1	?	15%	11µM*	-38%	0.38µM*	10µM*	-2	-5%	?	?	1%
COCCNC(=O)c1onc(CSc2ccc(F)c(F)c2)c1C(=O)O	-13%	-3%	37%	-3%	0%	-6%	-16	-30%	-3%	1%	1%
O=C(O)c1ccc(Sc2nnc3ccccn23)c([N+](=O)[O-])c1	-2%	0%	28%	-5%	1%	8%	22	-4%	-2%	.	-1%
COc1ccc(CCNC(=O)c2ccc(CNS(=O)(=O)c3ccccc3)cc2)cc1OC	1%	3%&-3%	-18%	0%	7%&6%	-6%	-17	1%	-4%	-3%	0%
CCOc1ccccc1N(C(=O)c1snc(C(N)=O)c1N)C(C(=O)NCCC(C)C)c1ccco1 (centres undefined)	-9%	-51%	7%	-25%	5%	-3%	13	-2%	-5%	-4%	-1%

Only part of the results is shown; rates above refer to the full screens.
